BH1578 lux ind: quorum light induction in luxS cqsA deficient V. cholerae; V. cholerae BH1578 lux reporter, luminescence, 6 h; hit rate 0.16% among 350,000; activation, % at 18.7 µM; in the data active = activation mostly above about 9.7%, no sharp cut-off; inconclusive = no clear call, values can overlap the other calls; inactive = mostly below about 3.7%; note: not every result past the cut was called active; inactives centre near 0; reference of the scale not given here
Y pestis TopoI: inhibitors of Yersinia pestis topoisomerase I. Y. pestis Topo-I cleavage product accumulation, plate reader. activity, % at 10 µM. hit rate 0.064% among 360,000. AID 504884; in the data active = activity above about 50%, passing the limit was not always enough; inconclusive = no clear call, values can overlap the other calls; note: inactives centre near 2
Rv3671c inh: inhibitors of M. tuberculosis serine protease Rv3671c; inhibition, % at 5.96 µM; hit rate 0.048% among 320,000; AID 2606; in the data active = inhibition above about 38%;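 note: extracellular domain of Rv3671c used as enzyme; 0% = enzyme with DMSO and 100% = no enzyme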
PriA SSB inh: inhibitors of Klebsiella pneumoniae PriA binding to SSB C-terminal tail; AlphaScreen SSBct-PriA binding, biotinylated peptide; inhibition, % at 33 µM; hit rate 0.6% among 430,000; AID 1272365; in the data active = inhibition mostly above about 37%, no sharp cut-off; inactive = mostly below about 20%;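 note: plate controls were negative control peptide for no effect and reference peptide for full effect; strong numbers were not always called active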
PfHsp40 rescue: rescue of PfHsp40-mediated yeast toxicity. growth rescue, % at 12.5 µM. hit rate 0.68% among 340,000. S. cerevisiae expressing PfHsp40, growth rescue, ATP luminescence; in the data active = growth rescue above about 28%, passing the limit was not always enough; inconclusive = no clear call, values can overlap the other calls;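 note: yeast W303a lacking pdr1 and pdr3 grown in galactose medium; growth measured after three days at 30 °C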
TcdB GH inh: TcdB glycohydrolase inhibition; P18177; TcdB glycohydrolase enzymatic assay, plate reader; inhibition, % at 9.99 µM; hit rate 0.24% among 350,000; AID 652162; in the data active = inhibition above about 10%
DUSP3 inh: inhibitors of human VHR1 phosphatase (DUSP3); inhibition, % at 13.3 µM; recombinant VHR phosphatase, pNPP absorbance; hit rate 0.52% among 290,000; P51452; in the data active = inhibition above about 50%; note: some compounds called inactive have numbers as strong as hits
Anthrax LF prot: anthrax lethal factor protease inhibition. AID 588501. P15917. hit rate 0.12% among 360,000. multiplex microsphere protease cleavage assay, LF. inhibition, % at 10 µM; in the data active = inhibition above about 30%; inconclusive = no clear call, values can overlap the other calls; note: plate controls were buffer without enzyme for full effect and enzyme alone for no effect
MazEF act: activators of E. coli MazEF toxin-antitoxin RNase | P0AE70 | AID 504720 | hit rate 0.32% among 350,000 | activation, % at 20 µM | FAM/BHQ RNA-DNA oligo cleavage fluorescence, 5 h; in the data active = activation above about 50%
SARS 3CLpro inh: SARS-CoV 3CLpro protease inhibition; recombinant SARS-CoV 3CLpro, quenched FRET peptide cleavage; hit rate 0.14% among 290,000; inhibition, % at 6 µM; AID 1706; P0C6X7; in the data active = inhibition above about 12%
* marks the source's active call; other numbers are inactive results; i = inactive; ? = inconclusive; . = not tested or not shown; & = joins results of further samples. The list is partial (hit frequency here may not be typical).

cpd	Compound	BH1578 lux ind	Y pestis TopoI	Rv3671c inh	PriA SSB inh	PfHsp40 rescue
1	Cc1ccc(C(=O)NCC(=O)OCC(=O)Nc2cccc(S(=O)(=O)N3CCCC3)c2)cc1C	-0.7	15.6	-5.4	-9.4	-1.9
2	O=c1c(-n2cncn2)c[nH]n1-c1cccc(Cl)n1	i	-14.8	-6.7	-11.1	-0.2
3	C=CCn1c(-c2ccc(OC)cc2)nc2ccccc21	-0.2	10.0	-6.2	6.5	0.4
4	O=C(NCc1ccco1)/C(=C/c1ccc(F)cc1)NC(=O)c1ccccc1	-8.8	7.6	-1.7	-5.4	-0.1
5	CSc1ccc(/C=C/C(=O)c2c(O)cc(C)oc2=O)cc1	-0.7	-4.1	-4.4	-6.0	-2.2
6	CCOC(=O)c1c(CC(C)C)csc1/N=C/C1=C(O)CCCC1=O	-0.4	-0.3	-4.7	.	.
7	CN(C(=O)CSc1nnc2ccccn12)C1CCS(=O)(=O)C1 (stereo not drawn)	-5.0	4.4	4.4	-14.6	0.2
8	CCc1ccc(N2C(=O)c3sc4nnc(-c5ccccc5)c(=O)n4c3C2=O)cc1	i	3.8	-5.4	6.6	0.6
9	Cc1cc(C#Cc2c(-c3ccccc3)n(C)c3ccccc23)ccc1F	i	-1.6	-16.0	-10.0	-0.4
10	COc1cccc(CNC(=O)C2CCCN2S(=O)(=O)c2ccc3c(c2)C(C)(C)C(=O)N3C)c1 (stereo not drawn)	-0.2	-4.0	-6.2	-2.1	3.6

cpd	TcdB GH inh	DUSP3 inh	Anthrax LF prot	MazEF act	SARS 3CLpro inh
1	-0.4	4.8	-3.8	-0.3	6.7
2	2.1	17.9	-6.4	-19.6	-4.6
3	.	2.0	-4.7	-0.2	0.6
4	0.9	25.2	-4.6	-0.9	-4.1
5	4.5	-11.8	-2.1	17.6	-4.8
6	1.1	13.6	?	-66.2	1.6
7	.	42.2	-2.5	5.9	2.1
8	.	2.6	-3.2	-4.4	1.6
9	1.0	32.1	-4.7	-48.1	5.8
10	0.5	17.3	2.9	3.5	0.0

(more compounds)
cpd	Compound	BH1578 lux ind	Y pestis TopoI	Rv3671c inh	PriA SSB inh	PfHsp40 rescue
11	Cc1nc2c3ccccc3n(Cc3ccccc3F)c2s1	i	43.9	-8.9	1.9	-0.8
12	CCCCC1CCC(C(=O)Nc2ccccc2)CC1 (stereo not drawn)	i	0.1	-0.4	-4.1	-0.7
13	Cc1ccc(S(=O)(=O)N2CCOCC2)cc1C(=O)NC(=S)N1CC(C)OC(C)C1 (stereo not drawn)	0.1	-9.0	13.0	-15.4	-0.7
14	CC(=O)O[C@H]1[C@H](C)OC=C[C@@H]1OC(C)=O	i	1.4	4.4	6.1	-0.1
15	O=C(O)C1CC=CCC1C(=O)NNc1ccccc1 (stereo not drawn)	-0.4	5.6	-4.2	-10.7	.
16	CCc1nnc(NC(=O)C2CC(=O)N(CCc3ccccc3)C2)s1 (stereo not drawn)	-0.3	3.6	2.9	2.6	-0.4
17	C(=N\C(/N=C/c1ccco1)c1ccco1)/c1ccco1	-0.3	-6.7	-0.8	.	-1.2
18	Cc1ccc(C(=O)Nc2ccc(NC(=O)c3cccs3)cc2)c(C)c1	-0.4	1.3	-6.3	8.0	0.4
19	COc1cc(C(=O)Nc2ccccc2NC(=O)c2cc(OC)c(OC)c(OC)c2)cc(OC)c1OC	-1.4	15.2	-2.7	18.4	-0.8
20	CCCn1c(=O)[nH]c(=O)c2c1nc(-c1cccs1)n2CCOC	-0.2	14.1	4.2	-2.5	-1.1

cpd	TcdB GH inh	DUSP3 inh	Anthrax LF prot	MazEF act	SARS 3CLpro inh
11	1.0	-1.2	-1.5	-4.4	2.8
12	.	14.6	-2.5	-3.7	1.2
13	-0.3	-18.2	-2.7	10.4	1.7
14	0.7	12.7	1.7	3.0	-7.2
15	-0.8	41.0	-2.9	11.7	-3.8
16	.	4.4	5.1	-11.3	-2.0
17	.	21.1	-2.0	6.0	-0.8
18	1.8	24.1	8.7	-0.8	1.4
19	2.2	-11.0	-5.6	-0.2	0.8
20	2.0	12.9	3.3	8.0	0.3

Continued.
cpd	Compound	BH1578 lux ind	Y pestis TopoI	Rv3671c inh	PriA SSB inh	PfHsp40 rescue
21	CC1CCN(S(=O)(=O)c2ccc(S(=O)(=O)NCC(=O)C(C)(C)C)cc2)CC1	-8.3	0.1	1.4	-5.3	-0.5
22	O=c1[nH]c2cc3c(cc2cc1CN(CCO)S(=O)(=O)c1ccccc1Cl)OCCO3	1.5	0.1	-0.9	-1.1	0.3
23	Cc1cc(NC(=O)CN2C(=O)CC(c3ccco3)Sc3ccccc32)no1 (stereo not drawn)	-0.1	17.2	-5.8	-8.1	-0.5
24	O=C(O)c1cccnc1C(=O)O	-0.3	-3.1	4.4	6.6	-1.0
25	CCC(CC)=C(C#N)C(=O)NC1CCCCC1	-0.3	2.5	-7.4	2.5	-1.3
26	COc1cc(C=C(c2nc3ccccc3s2)c2nc3ccccc3s2)cc(OC)c1O	i	-2.5	-3.9	16.9	-0.9
27	CN(C)CCNc1ncnc2sc(-c3ccccc3)cc12	i	-9.8	3.4	-6.3	-0.6
28	CCCOc1ccc(F)cc1-c1cc(C(=O)NC2CCCCC2)[nH]n1	-9.5	-5.2	.	.	.
29	Cn1c(SCC(=O)NCC2COc3ccccc3O2)nnc1C(F)(F)F (stereo not drawn)	i	-0.8	-8.5	-3.5	-0.8
30	O=C(O)/C=C1\CCCc2ccccc2C1O (stereo not drawn)	i	1.4	4.9	-7.0	-0.2

cpd	TcdB GH inh	DUSP3 inh	Anthrax LF prot	MazEF act	SARS 3CLpro inh
21	.	-9.6	-0.4	8.0	2.8
22	.	15.2	-0.8	-0.5	-3.5
23	.	-16.0	-3.9	6.3	1.6
24	-3.3	.	-1.1	4.7	.
25	.	7.3	-0.8	-10.1	2.7
26	.	-9.6	0.4	-4.0	1.2
27	2.6	-2.0	-2.7	1.8	-1.4
28	1.6	.	3.2	.	.
29	-1.2	.	-3.6	8.4	.
30	1.1&0.0	.	1.4	10.0	.

Part of the list above, tab-delimited:
no.	SMILES	BH1578 lux ind	Y pestis TopoI	Rv3671c inh	PriA SSB inh	PfHsp40 rescue	TcdB GH inh	DUSP3 inh	Anthrax LF prot	MazEF act	SARS 3CLpro inh
23	Cc1cc(NC(=O)CN2C(=O)CC(c3ccco3)Sc3ccccc32)no1 (stereo not drawn)	-0.1	17.2	-5.8	-8.1	-0.5	.	-16.0	-3.9	6.3	1.6
24	O=C(O)c1cccnc1C(=O)O	-0.3	-3.1	4.4	6.6	-1.0	-3.3	.	-1.1	4.7	.
25	CCC(CC)=C(C#N)C(=O)NC1CCCCC1	-0.3	2.5	-7.4	2.5	-1.3	.	7.3	-0.8	-10.1	2.7
26	COc1cc(C=C(c2nc3ccccc3s2)c2nc3ccccc3s2)cc(OC)c1O	i	-2.5	-3.9	16.9	-0.9	.	-9.6	0.4	-4.0	1.2
27	CN(C)CCNc1ncnc2sc(-c3ccccc3)cc12	i	-9.8	3.4	-6.3	-0.6	2.6	-2.0	-2.7	1.8	-1.4
28	CCCOc1ccc(F)cc1-c1cc(C(=O)NC2CCCCC2)[nH]n1	-9.5	-5.2	.	.	.	1.6	.	3.2	.	.
29	Cn1c(SCC(=O)NCC2COc3ccccc3O2)nnc1C(F)(F)F (stereo not drawn)	i	-0.8	-8.5	-3.5	-0.8	-1.2	.	-3.6	8.4	.
30	O=C(O)/C=C1\CCCc2ccccc2C1O (stereo not drawn)	i	1.4	4.9	-7.0	-0.2	1.1&0.0	.	1.4	10.0	.

Next section
cpd	Compound	BH1578 lux ind	Y pestis TopoI	Rv3671c inh	PriA SSB inh	PfHsp40 rescue
31	O=C(/C=C/c1cccc(Cl)c1)NCc1cccs1	i	11.2	2.0	-17.2	6.7
32	Cc1ccc(-c2[nH]c(-c3ccccc3)nc2SCC(=O)NCC2CCCO2)cc1 (stereo not drawn)	-0.3	9.8	1.1	-10.5	-0.4
33	Cc1ccc(Nc2cc(-n3nc(C)cc3C)ncn2)cc1	0.4	1.3	-16.4	-3.6	0.7
34	O=C(NNC(=O)c1cccs1)c1ccc([N+](=O)[O-])cc1	.	.	3.6	-10.6	.
35	CN1c2ccccc2-c2nc3ccccc3n2C1c1ccco1 (stereo not drawn)	-7.7	9.9	0.3	-13.3	4.1
36	Cc1ccc(NC(=O)CN2C(=O)c3ccccc3C2=O)nc1	-0.2	-10.4	-8.4	-9.4	-0.6
37	Cc1cc(=O)oc2cc(OCC(=O)N3CC(C)OC(C)C3)ccc12 (stereo not drawn)	.	.	3.9	-4.5	.
38	CCCCC(=O)NC(=S)NNC(=O)CC#N	0.9	6.5	1.0	17.2	0.0
39	CCc1ccccc1NC(=O)Nc1cccn(Cc2ccccc2F)c1=O	-1.6	9.8	-1.2	2.4	5.9
40	Cc1cccc(CN2CCN(CC(=O)N3CCC4(CC3)OCCO4)C2=O)c1	i	-10.7	3.1	-12.0	0.0

cpd	TcdB GH inh	DUSP3 inh	Anthrax LF prot	MazEF act	SARS 3CLpro inh
31	.	6.8	0.4	-6.9	3.4
32	6.3	11.4	-5.7	-1.5	-0.8
33	.	8.3	-7.2	3.6	-6.1
34	0.0	-2.4	.	8.2	-0.8
35	.	6.2	-2.7	-0.8	-1.2
36	0.8	44.3	-0.1	0.1	-1.4
37	.	39.7	.	-6.2	4.7
38	.	10.4	3.1	1.7	-1.8
39	2.2	16.5	-2.6	13.2	-1.1
40	.	33.3	3.6	5.2	2.2

Further compounds:
cpd	Compound	BH1578 lux ind	Y pestis TopoI	Rv3671c inh	PriA SSB inh	PfHsp40 rescue
41	CC1CCCN(C(=O)c2ccc(-c3ccccc3Cl)o2)C1 (stereo not drawn)	1.2	2.6	-1.8	-11.1	-1.4
42	c1ccc(COc2cccc(CNn3cnnc3)c2)cc1	-6.2	-4.9	-8.2	-2.6	-0.9
43	COc1cc2cnc(-c3ccsc3)c(-c3ccc(F)cc3)c2cc1OC	i	18.7	-3.6	8.9	0.8
44	CC1(C)Cc2c(c(N3CCCC3)nc3sc4c(N5CCNCC5)ncnc4c23)CO1	.	.	10.4	25.2	.
45	COc1ccc(-c2cccc(NC(=O)COc3ccc(Cl)cc3)c2)nn1	-2.0	21.6	-9.2	-4.1	16.3
46	CC(C)Oc1cccc(C(=O)NC2=NCCS2)c1	-1.3	3.2	6.5	-1.5	-0.4
47	CCN(CC(=O)Nc1cc(Cl)ccc1C)CC(=O)NC1CC1	i	6.2	.	.	.
48	Cc1ccccc1NC(=S)N1CCC(C(=O)c2ccc(F)cc2)CC1	4.8	6.7	3.2	-1.5	-0.8
49	COc1ccc(N(CC(=O)NC2CCCCC2)C(=O)CCCC(=O)Nc2ccccn2)c(OC)c1	.	21.2	5.8	-7.7	-0.7
50	Cc1cc(NC(=O)CSc2ncc(C(F)(F)F)cc2Cl)no1	i	9.3	0.5	-11.1	1.2

cpd	TcdB GH inh	DUSP3 inh	Anthrax LF prot	MazEF act	SARS 3CLpro inh
41	0.9	.	-5.4	-4.3	.
42	0.5	3.5	1.9	2.1	6.3
43	1.1	.	0.5	-12.0	.
44	.	-6.7	.	2.7	0.8
45	.	14.2	0.9	10.3	2.6
46	-0.8	-8.5	-4.4	-2.1	2.8
47	0.4	.	-3.5	3.7	.
48	0.5	-16.2	-7.1	3.8	-0.3
49	.	7.1	1.5	-5.0	1.8
50	1.9	.	1.8	-10.5	.

High-throughput results deposited in PubChem BioAssay by several laboratories.
